Bioassay records deposited in PubChem BioAssay by National Center for Advancing Translational Sciences (NCATS).
D1 ag: agonists of human D1 dopamine receptor; P21728; HEK293 T-REx D1 cells, calcium flux, agonist mode; activation, % at 2 µM; actives 1% (n = 360,000); in the data active = activation above about 30%; note: 0% is about no effect
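Agonism was scored from calcium flux recorded over 180 s (1 read/s) after pintool compound addition, following a 10-cycle baseline. Cells were inducible force-coupled HEK293 TREx D1, plated overnight at 30 C and loaded with no-wash calcium dye.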
Glioma ERSR ind: inducers of ER stress response in human glioma cells; actives 0.02% (n = 420,000); U87-MG GRP78 promoter luciferase reporter, 16 h; AID 602332; Potency, µM, for the others: top-dose activation, most hits filed as activators; note: potency is the fitted concentration of half-maximal effect; series mostly up to about 76 µM; % of control where 0% means no effect; nearly all actives have a fitted effect of over 35% in size
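ERSR induction read as luciferase luminescence (Bright-Glo, 10 min at room temperature) in stably transfected human U87-MG glioma cells exposed to compounds for 16 h, using GRP78 as sensor.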
D1 PAM: enhances dopamine response at the human D1 receptor; P21728; HEK293 TREx D1 cells, calcium flux, dopamine EC20 potentiation; potentiation, % at 10 µM; actives 0.036% (n = 360,000); in the data active = potentiation above about 30%; note: 0% is about no effect
Vif-APOBEC3G blk: blocks the Vif interaction with human APOBEC3G; Q9HC16; HeLa A3G-eYFP + Vif (tagged APOBEC3G with the HIV-1 protein that degrades it), YFP fluorescence, overnight; Potency, µM (titrated, usually from 46.1 µM), inactives show at the highest dose activity, negative = active, usual class: inhibitors; actives 0.076% (n = 410,000); AID 602310;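 note: potency is the fitted concentration of half-maximal effect; % is set by controls: 0 for no effect and ±100 for the full control effect; nearly all actives have a fitted effect of over 60% in size; hits raise eYFP signal because A3G escapes Vif-driven loss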
Target sequence (Q9HC16 whole entry, looked up): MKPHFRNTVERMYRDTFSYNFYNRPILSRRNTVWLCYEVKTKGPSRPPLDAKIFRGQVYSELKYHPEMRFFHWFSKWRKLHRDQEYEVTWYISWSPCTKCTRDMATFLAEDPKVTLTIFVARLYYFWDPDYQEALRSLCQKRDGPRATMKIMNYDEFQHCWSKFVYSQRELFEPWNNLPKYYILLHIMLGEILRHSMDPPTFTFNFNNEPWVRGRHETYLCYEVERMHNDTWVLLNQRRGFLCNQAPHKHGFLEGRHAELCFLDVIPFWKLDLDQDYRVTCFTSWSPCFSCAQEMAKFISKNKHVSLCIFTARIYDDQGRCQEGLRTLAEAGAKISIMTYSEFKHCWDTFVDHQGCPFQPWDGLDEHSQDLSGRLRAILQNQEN
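HeLa cells stably expressing Vif and C-terminally eYFP-tagged A3G, seeded overnight at 37 deg C, then exposed to compound by pintool overnight at 37 deg C. Rise in yellow fluorescence (Ex 488/Em 500-530, Acumen) marks blocked Vif-driven A3G degradation.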
D2 potentiator: positive allosteric modulators of human D2 dopamine receptor; P14416; actives 0.34% (n = 340,000); HEK293 T-REx D2, calcium flux, EC20 dopamine potentiation; potentiation, % at 10 µM; AID 485347;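 active = potentiation over 3 SD above the plate norm, cut at about 30% in these data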; note: 0% is about no effect
Target sequence (P14416 whole entry, looked up): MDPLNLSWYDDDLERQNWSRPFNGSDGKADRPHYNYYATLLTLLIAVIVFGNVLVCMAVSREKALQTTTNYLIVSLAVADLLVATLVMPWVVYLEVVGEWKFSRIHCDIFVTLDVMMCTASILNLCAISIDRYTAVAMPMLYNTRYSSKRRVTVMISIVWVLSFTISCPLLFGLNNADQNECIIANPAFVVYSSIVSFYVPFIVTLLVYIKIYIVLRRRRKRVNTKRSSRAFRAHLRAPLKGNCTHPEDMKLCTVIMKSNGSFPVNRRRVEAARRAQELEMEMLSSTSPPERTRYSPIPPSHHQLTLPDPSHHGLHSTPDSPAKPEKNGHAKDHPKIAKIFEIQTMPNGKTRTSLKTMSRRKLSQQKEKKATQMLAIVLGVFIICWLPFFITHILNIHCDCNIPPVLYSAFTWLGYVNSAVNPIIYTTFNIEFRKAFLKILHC
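Tetracycline-induced Hek293 Trex D2 cells, force-coupled to calcium, loaded with no-wash calcium dye. Compound added with 180 s kinetic read for agonism, then EC20 dopamine and a further 180 s read for potentiation.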
LDHA block: LDHA (human) enzyme inhibition; actives 0.15% (n = 480,000); activity change, % (values are at about 110 or 230 µM); purified LDHA, NADH/diaphorase-resazurin fluorescence; hits give low values; in the data active = activity change below about -30%; inconclusive = mostly about -25% to -30%;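 note: plate controls were DMSO wells for no effect and wells without enzyme for full effect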
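Remaining NADH was detected by diaphorase (0.133 mg/mL) converting 37 µM resazurin to fluorescent resorufin, read at 0 and 20 minutes. The preceding 5-minute room-temperature reaction used 2 nM LDHA, 0.2 mM sodium pyruvate and 0.06 mM NADH at pH 7.4.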
Vif-A3F inh: inhibitors of Vif-A3F interaction | Potency, µM (doses to about 46.1 µM), without a hit: top-dose activity, negative = active | HeLa A3F-eYFP + Vif (tagged APOBEC3F with the HIV-1 protein that degrades it), YFP fluorescence increase | AID 602313 | actives 0.2% (n = 390,000); note: potency is the fitted concentration of half-maximal effect; % of control where 0% means no effect; nearly all actives have a fitted effect of over 65% in size
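HeLa cells stably expressing A3F-eYFP plus Vif, plated and incubated overnight at 37 deg C, then exposed to compounds overnight at 37 deg C. Blocked degradation read as raised yellow fluorescence (Ex 488/Em 500-530).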
RXFP1 ag: RXFP1 (human) receptor agonism. Q9HBX9. AID 2676. Potency, µM (titrated, usually from 57.5 µM), for the others: at the top dose activation, hits mostly activators. actives 0.3% (n = 370,000). HEK293T-RXFP1 cAMP TR-FRET, 30 min; response scale: percent of porcine relaxin response, buffer zero; note: potency is the fitted concentration of half-maximal effect; % is set by controls: 0 for no effect and ±100 for the full control effect; nearly all actives have a fitted effect of over 60% in size; many of its hits are not listed in these tables
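HEK293T cells stably expressing RXFP1 were pretreated with the PDE4 inhibitor Ro 20174, exposed to compounds for 30 min at 37C, lysed, and cAMP was read by TR-FRET. Data normalized to buffer (basal) and 29 nM porcine relaxin (100%).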
D1 antag: blocks dopamine activation of the human D1 receptor; P21728; actives 3.2% (n = 360,000); activity change, negative = inhibition, % at 10 µM; HEK293 TREx D1 cells, calcium flux, dopamine EC80; hits give low values; AID 504652; in the data active = activity change below about -30%; note: % is set by controls: 0 for no effect and ±100 for the full control effect
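After overnight tetracycline induction at 30 C, force-coupled D1 HEK293 cells took up a no-wash calcium dye at room temperature. Compounds were added and monitored 180 s, and the response to EC80 dopamine was then recorded.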
Active calls of the source: *; ? = inconclusive; nt = no result given; & = joins results of further samples. Unless noted, calls come from the whole dose curve; as a rule, active = well fitted curve in the direction sought with a large enough effect; inconclusive = small, poorly fitted or top-dose-only effect, or another doubt; inactive = no such curve, though single readings can be large; an effect the other way counts as inactive or inconclusive.

SMILES	D1 ag	Glioma ERSR ind	D1 PAM	Vif-APOBEC3G blk	D2 potentiator	LDHA block	Vif-A3F inh	RXFP1 ag	D1 antag
O=C(CNC(=O)c1cccc(F)c1)OCC(=O)N1CCCCC1	3	-2%	-6	1%	-12	-2	-7%	-0.6%	2
CCCN(CCC)CCNC(=O)c1cc2c(=O)oc3ccc(C)cc3c2s1	2	-2%	-1	0%	-10	-4	-2%	3.2%	3
CCN1C(=O)N[C@@H](c2cccs2)C(C(C)=O)=C1C	2	-3%	4	4%	-3	-11	4%	6.8%	11
O=C(CSc1ccccc1)Nc1ccc2c(c1)OCO2	-3	0%	6	-7%	15	-3	-25%	-2.9%	24
CCOC(=O)c1sc(NC(=S)NC(=O)c2ccccc2Cl)c(C(=O)OCC)c1C	3	-4%	-6	0%	-1	-4	-10%	6.9%	-12
CCN1CCC(N(Cc2ccc3c(c2)OCO3)C(=O)Nc2ccc(Br)c(C)c2)CC1	15	-1%	-4	2%	-1	-2	-5%	-0.5%	15
C[C@H](NC(N)=O)C(=O)N1CCN(S(=O)(=O)c2ccc3ccccc3c2)CC1	3	1%	-9	1%	-1	-6	-3%	0.1%	-1
Cc1cccc(N2CCN(C(=S)c3ccc(-c4ccccc4[N+](=O)[O-])o3)CC2)c1	1	-1%	-6	?	-6	17	5%	2.3%	-17
COc1cc(C(=O)c2ccc3c(c2)OCO3)cc(OC)c1OC	nt	-4%	nt	?	nt	-3	-23%	nt	nt
COc1ccc(-c2cc3nc(C)c(CCC(=O)NC(C)CCc4ccco4)c(C)n3n2)c(OC)c1 (centres undefined)	4	-6%	-1	4%	-7	-2	-4%	2.6%	-14
CCCOc1ccc(Cc2c(Cl)nc(SC)nc2NC)cc1	5	-2%	-5	1%	-6	-4	1%	-0.6%	-19
O=C1CN2NC(=S)N(c3ccccc3)C2=CN1c1ccc(Cl)cc1	0	-5%	-5	-1%	0	-12	-5%	-1.1%	6
CN=CC1=C(O)C(C(=O)OC)C(C)(C)CC1=O (centres undefined)	1	-3%	-1	0%	nt	-11	9%	3.2%	-12
Cc1cc(OCC(=O)Nc2cc(-c3nc4ncccc4o3)ccc2C)ccc1Cl	2	0%	-1	9%	-7	-5	-4%	?	-5
CC(=O)Nc1ccc(S(=O)(=O)N(C)CC(=O)Nc2ccc(Br)cc2F)cc1	6	-1%	0	2%	2	-4	-33%	-0.2%	-14

2 entries from above, reformatted.
| molecule | D1 ag | Glioma ERSR ind | D1 PAM | Vif-APOBEC3G blk | D2 potentiator | LDHA block | Vif-A3F inh | RXFP1 ag | D1 antag |
| --- | --- | --- | --- | --- | --- | --- | --- | --- | --- |
| CCCOc1ccc(Cc2c(Cl)nc(SC)nc2NC)cc1 | 5 | -2% | -5 | 1% | -6 | -4 | 1% | -0.6% | -19 |
| O=C1CN2NC(=S)N(c3ccccc3)C2=CN1c1ccc(Cl)cc1 | 0 | -5% | -5 | -1% | 0 | -12 | -5% | -1.1% | 6 |

More results.
SMILES	D1 ag	Glioma ERSR ind	D1 PAM	Vif-APOBEC3G blk	D2 potentiator	LDHA block	Vif-A3F inh	RXFP1 ag	D1 antag
Cc1cccc(NC2=NC3(CCCCC3)N=C(N)N2)c1	nt	-8%	nt	-11%	nt	-16	5%	nt	nt
CCc1nnc(NC(=O)CN2CCN(C3CCCCC3)CC2)s1	2	0%	1	0%	10	-13	-3%	3.1%	-7
CC(C)(C)OC(=O)NCc1ccc(CNC(=O)c2nc[nH]c2C(=O)NCc2ccccc2)cc1	1	-3%	-2	-8%	14	1	1%	-3.0%	-53*
CCN(C(=O)CCc1nc(-c2ccc(OC)cc2)no1)c1cc(OC)ccc1OC	30	-7%	-4	-5%	-14	0	4%	-1.9%	-49*
O=C(NC1CCN(Cc2ccccc2)CC1)c1ccc2c(c1)OCCCO2	3	-4%	-3	-6%	-23	-1	7%	-1.5%	-3
C[C@]12c3[nH]c4ccc(Cl)cc4c3CCN1C(=O)[C@@H](CC(=O)NCCCn1ccnc1)C[C@@H]2C(=O)N1CCCCC1	nt	-3%	nt	0%	nt	-3	8%	nt	nt
O=C(CSc1nnnn1-c1ccccc1)Nc1nsc(-c2ccc(Cl)cc2)n1	3	-5%	-6	-1%	nt	-11	-11%	1.4%	-7
CN(C)C1NC(=O)c2cc(-c3ccccc3)sc2N1 (centres undefined)	6	2%	-2	-6%	13	-5	-9%	-0.8%	-6
Cc1cccc(C)c1NC(=O)CNC(=O)CNC(=O)c1ccc2ccccc2c1	nt	-1%	nt	0%	nt	-3	-7%	nt	nt
Cc1ccc(-n2ncc(C(=O)N3CCN(c4cc(Cl)ccc4C)CC3)c2C2CCN(C(=O)OC(C)(C)C)CC2)cc1	3	-2%	-8	2%	-9	0	-3%	-0.6%	-11
Cc1ccc(S(=O)(=O)N2CCN(C(=O)CCC(=O)NCc3cccc(C(F)(F)F)c3)CC2)cc1	3	-2%	-3	2%	10	-2	10%	0.5%	-20
CC(C)C12CN3CCN(CC(C3)/C1=N\NC(=O)Nc1ccccc1)C2	2	-4%	-1	1%	4	-7	2%	0.8%	4
CCOc1ccc(-n2c(SCC(=O)Nc3ccccc3CC)nc3n[nH]c(C)c3c2=N)cc1	0	nt	0	nt	1	nt	nt	-0.4%	33
CCC1CCc2c(sc3ncnc(N4CCOCC4)c23)C1 (centres undefined)	-3	-6%	3	0%	6	4	5%	3.2%	22
CCCc1nc2c(o1)CC(CC(C)SCC)CC2=O (centres undefined)	1	-2%	-1	-2%	-6	-1	4%	-0.1%	-11

Full records as entered above:
Profile of C[C@]12c3[nH]c4ccc(Cl)cc4c3CCN1C(=O)[C@@H](CC(=O)NCCCn1ccnc1)C[C@@H]2C(=O)N1CCCCC1 → D1 ag = nt; Glioma ERSR ind = -3%; D1 PAM = nt; Vif-APOBEC3G blk = 0%; D2 potentiator = nt; LDHA block = -3; Vif-A3F inh = 8%; RXFP1 ag = nt; D1 antag = nt
Profile of CCCOc1ccc(Cc2c(Cl)nc(SC)nc2NC)cc1 → D1 ag = 5; Glioma ERSR ind = -2%; D1 PAM = -5; Vif-APOBEC3G blk = 1%; D2 potentiator = -6; LDHA block = -4; Vif-A3F inh = 1%; RXFP1 ag = -0.6%; D1 antag = -19
Profile of CN=CC1=C(O)C(C(=O)OC)C(C)(C)CC1=O (centres undefined) → D1 ag = 1; Glioma ERSR ind = -3%; D1 PAM = -1; Vif-APOBEC3G blk = 0%; D2 potentiator = nt; LDHA block = -11; Vif-A3F inh = 9%; RXFP1 ag = 3.2%; D1 antag = -12

(further entries)
SMILES	D1 ag	Glioma ERSR ind	D1 PAM	Vif-APOBEC3G blk	D2 potentiator	LDHA block	Vif-A3F inh	RXFP1 ag	D1 antag
O=S(=O)(c1cccc(Cl)c1)c1nnn2c1nc(NC1CCCC1)c1sccc12	6	-3%	-8	-2%	3	-3	-1%	?	-72*
CCOC(=O)n1c(=O)oc2ccccc21	2	-5%	-3	3%	-10	2	-4%	1.0%	-3
Cc1ccc(C)c(C(C)NC(=O)CC#N)c1 (centres undefined)	2	-4%	-3	0%	3	0	-2%	1.0%	-2
O=C(NCCc1ccc(Cl)cc1)C1CCCO1 (centres undefined)	1	5%	-5	-7%	4	-2	8%	1.6%	26
O=C(NCCO)C(O)C(O)C(=O)NCCO (centres undefined)	16	1%	2	-3%	-11	-6	0%	-3.9%	24
Cc1ccc(NC(=O)CN2C(=O)N/C(=C\c3cccnc3)C2=O)cc1	3	-4%	0	4%	5	-1	-1%	-4.3%	-16
CCCN(C(=O)c1cn(C)c(=O)c2ccccc12)c1ccccc1C	0&5	-5%&0%	-1&0	0%&-1%	6&-6	-11&0	?	-1.7%&1.5%	5&-12
COc1ccc(C)cc1NC(=O)CCS(=O)(=O)c1cc2c(cc1Cl)NC(=O)CO2	4	-8%	-2	-1%	12	-1	1%	0.9%	1
CCCOc1ccc(C(=O)CCC(=O)OCC(=O)N(CC)c2c(N)n(Cc3ccccc3)c(=O)[nH]c2=O)cc1	nt	7%	nt	4%	nt	-5	3%	nt	nt
CC(OC(=O)c1ccc(Cl)cc1O)C(=O)NCCC1=CCCCC1 (centres undefined)	nt	-3%	nt	-8%	nt	-11	-3%	nt	nt
COc1ccc(N=CC2CCCCC2=O)c([N+](=O)[O-])c1 (centres undefined)	nt	2%	nt	0%	nt	-3	5%	nt	nt
Nc1cc(=O)[nH]c(SCC(=O)N2CCCc3ccccc32)n1	0	-2%	-3	4%	-16	-12	-7%	-0.6%	-10
Cc1csc(=O)n1CC(=O)Nc1nc2ccccc2s1	3	-2%	4	-9%	14	-8	2%	-1.3%	4
CC[C@]12c3[nH]c4ccccc4c3CCN1C(=O)C(CC(=O)NCCC1=CCCCC1)C[C@@H]2C(=O)N1CCN(C(=O)C2CC2)CC1 (some centres undefined)	nt	-1%	nt	1%	nt	-5	3%	nt	nt
CCOC(=O)Cn1c(=O)cc(C)c2c(C)nn(-c3cccc(F)c3)c21	19	-5%	-2	-1%	2	0	2%	-0.3%	-8
COc1ccc(C)cc1NC(=O)Cc1csc(NC(=O)Nc2ccccc2OC)n1	nt	5%	nt	-8%	nt	-3	-3%	nt	nt
CCN(CC)c1ccc(S(=O)(=O)N2CCOCC2)cc1NC(=O)C1CC1	3	-2%	-9	2%	-5	-8	-14%	-0.2%	20
O=C(NC1CCCCC1)c1ccc(CN2CCOCC2)cc1	1	10%	-3	-9%	-4	-5	0%	-1.4%	-2
O=C(Nc1ccccc1)N1CCN(c2nc(-c3ccccc3)ns2)CC1	14	4%	-7	-1%	-5	-6	-7%	1.4%	-8
Fc1cccc(/C=N/N=C/c2cccc(F)c2)c1	0	8%&-3%	-3	-4%	-1	-10	-15%	-0.8%	3
COc1cc2nc(CN3CCN(S(=O)(=O)c4cc(C)ccc4C)CC3)[nH]c(=O)c2cc1OC	nt	-3%	nt	-5%	nt	11	-2%	nt	nt
COc1ccc(OC)c(NC(=O)CCNS(=O)(=O)c2ccc3c(c2)oc(=O)n3C)c1	0&1	-2%&-3%	-1&-3	0%&1%	-12&2	-1&9	-2%&-8%	1.9%&3.8%	17&27

A portion of the library (hit frequency here may not be typical).
